Autophagy mod – alters autophagy in cells. calls only at 10 µM (by protocol). MEF GFP-LC3 puncta imaging; test concentration mostly 10 µM. hit rate 0.98% among 190,000;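 active = percentage of spot-positive cells more than 3 SD above its plate mean, without a fluorescence outlier flag or 80% toxicity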;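 also: spot-positive cell cutoff set from DMSO-treated cells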
bCat nuc transl – beta-catenin nuclear translocation modulation; nuclear translocation activity, % at 5 µM; HeLa beta-catenin nuclear translocation, immunofluorescence imaging; hit rate 0.3% among 190,000;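 active = nuclear translocation activity above 50% at 5 µM, with a well cell count of 50 or more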;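 also: per-cell ratio of nuclear to cytoplasmic median beta-catenin stain intensity; plate controls were DMSO negative control for no effect and GSK-3 inhibitor IX positive control for full effect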
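Signal – beta-catenin immunofluorescence imaging with DAPI · Test system – human HeLa cell line · Dosing – 5 µM primary single dose, 0.1% DMSO, 0.02–20 µM confirmation series · Measure – % activation, nuclear-to-cytoplasmic median beta-catenin signal ratio per cell · Incubation – 24 h compound exposure at 37°C, 5% CO2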
Ins promoter up – MIN6 insulin promoter up-regulation; AID 1625; hit rate 0.3% among 190,000; MIN6 insulin promoter-GFP reporter, high-content imaging; stronger effect = higher value; z-score at 5 µM;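 active = z-score above 3 at 5 µM with at least 500 cells counted in the well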
WT yeast gro inh – growth inhibition of WT yeast, mitochondrial fusion screen. inhibition, % at 10 µM. hit rate 2.1% among 190,000. mitochondrial fusion phenotypic screen, WT strain. AID 1362; in the data active = inhibition above about 58%; tested in S. cerevisiae
ER stress rescue – protection against thapsigargin-triggered cell killing – 384-well, CSM14.1, ATP luminescence, primary screen (AID 1222); CSM14.1 thapsigargin-induced death rescue, ATP luminescence; higher % means a stronger effect; 190,000 tested, under 10 active; cellular ATP content (survival), % at 20 µM, or EC50 in µM where a hit was titrated;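 active = EC50 below 50 µM in the dose-response confirmation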;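 also: death triggered by thapsigargin at about 15 µM added after 2 h compound pretreatment; cell ATP read after overnight thapsigargin exposure of roughly 18 to 22 hours; normalized against plate controls of thapsigargin alone and 5% DMSO vehicle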
Lipid droplet – hepatic lipid droplet formation modulation. AID 1656. inhibition, % at 6.5 µM. hit rate 0.4% among 240,000. AML12 mouse hepatocytes, oleate lipid droplets, BODIPY imaging;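 active = lipid droplet intensity inhibited by at least 50%, with more than 500 cells counted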
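Material: mouse AML12 hepatocyte cell line, fixed after treatment; Timing: compound with oleate, overnight; Technique: high-content imaging of BODIPY-stained droplets and DAPI nuclei; Probe or stimulus: oleate, 100 µM final; Dosing: compound at 6.5 µM only.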
XIAP displacement – small molecules displacing peptide from XIAP – biochemical, IAP family, fluorescence polarization (AID 1018); XIAP BIR domain, fluorescence polarization peptide displacement; higher % means a stronger effect; displacement, % at 20 µM, or IC50 in µM where a hit was titrated; hit rate 0.007% among 200,000; in the data active = displacement above about 50%; also: a part of the inactive calls stands beside numbers as strong as those of hits
Dynein transport – dynein cargo transport inhibition. 3617.4 mouse cells, GR-EGFP nuclear translocation imaging; test concentration mostly 20 µM; stimulated with dexamethasone, 1 µM; stronger effect = lower value. z-score, hits read low. hit rate 0.47% among 220,000. AID 1381;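 active = plate z-score of nuclear minus cytoplasmic receptor signal below a set negative limit, without overly bright fluorescence or cell loss, cut at about -3.5 in these data, passing the limit was not always enough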;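 also: z-score of nuclear minus cytoplasmic ring GR-EGFP intensity difference per well; some compounds called inactive have numbers as strong as hits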
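medium = tetracycline-free induction medium containing charcoal-stripped FBS | also added = 1.0 µM final dexamethasone stimulus | schedule = 48 h induction, 1 h compound, 30 min dex at 37 °C | technique = fixed, Hoechst-stained cells imaged at 10x for EGFP | measure = GR-EGFP nuclear translocation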
MT stabilize HCS – microtubule stabilization, imaging screen | HeLa tubulin immunostaining HCS, 24 h; share of cells brighter than vehicle mean+2SD | % tubulin-high responders, % at 10 µM | hit rate 0.83% among 200,000;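 active = plate Z-score above 3 for both tubulin-high and condensed-nucleus cell shares, with cell loss under 80%, at 10 µM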;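 also: anti alpha tubulin signal scored within the nucleus-defined area of each cell; some results filed as inactive read as strong as hits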
WT yeast gro inh mutant strain – recorded beside WT yeast gro inh, whose call it bears; inhibition, %; mitochondrial fusion phenotypic screen, mutant strain inhibition
Dynein transport cytoplasmic EGFP – recorded beside Dynein transport, whose call it bears; z-score; measured here: cytoplasmic GR-EGFP intensity; stronger effect = higher value
Dynein transport nuclear GR-EGFP – second read-out of Dynein transport, no call of its own (marks repeat the call); z-score; measured here: nuclear GR-EGFP intensity;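 lower value marks the stronger effect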
Dynein transport cell count – recorded beside Dynein transport, whose call it bears; z-score; measured here: cell count per field
Ins promoter up cell count – further read-out of Ins promoter up, marked with its call; cell count; measured here: cytotoxicity, nuclei count;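 total cells summed across four imaged fields per well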
Lipid droplet cells 6.5 µM – second read-out of Lipid droplet, no call of its own (marks repeat the call); cell count; measured here: cell count, cytotoxicity flag;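 cells counted across two imaged fields per well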
bCat nuc transl cell count 5 µM – recorded beside bCat nuc transl, whose call it bears; cell count; measured here: cell count, cytotoxicity flag
MT stabilize HCS Hoechst-high % – further read-out of MT stabilize HCS, marked with its call; % Hoechst-high responders; measured here: nuclear condensation Hoechst responders;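 share of cells brighter than vehicle mean plus two SD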
MT stabilize HCS cytotoxicity % – further read-out of MT stabilize HCS, marked with its call; toxicity, %; measured here: cytotoxicity by cell density;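 0% = mean cell density of plate MIN control wells and 100% = no cells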
Autophagy mod cell loss 18 h – further read-out of Autophagy mod, marked with its call; toxicity, %; measured here: cell loss, nuclei count;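 cell loss after 18 h compound exposure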
Numbers without * were called inactive; i = inactive; nt = no result given.

SMILES,WT yeast gro inh mutant strain,Dynein transport,bCat nuc transl,MT stabilize HCS,Dynein transport nuclear GR-EGFP,Autophagy mod,Ins promoter up,ER stress rescue,Lipid droplet cells 6.5 µM,bCat nuc transl cell count 5 µM,Lipid droplet,Dynein transport cytoplasmic EGFP,WT yeast gro inh,Autophagy mod cell loss 18 h,Dynein transport cell count,XIAP displacement,Ins promoter up cell count,MT stabilize HCS Hoechst-high %,MT stabilize HCS cytotoxicity %
O=C(Nn1cnnc1)c1cc2c(s1)CCCC2,9.9,-0.698,-1.6,3.1,-0.355,i,0.33,-0.2%,775,1014,9.2,-0.238,8.9,-4.8,0.671,3.0%,1282,2.5,5.0
O=C(CNC(=S)N(Cc1ccccc1)Cc1cccnc1)NC1CCCC1,10.4,1.97,0.1,3.3,2.35,i,0.87,-2.5%,683,1084,4.3,0.934,6.6,24.6,-1.51,-8.0%,1558,2.3,1.3
CCOc1ccc(C(=O)C(CN2CCOCC2)c2ccccc2)cc1 (stereo not drawn),-0.7,-1.1,2.9,9.6,0.0147,i,-0.41,4.7%,714,427,20.3,0.036,19.8,21.1,-0.28,-10.8%,874,3.3,17.2
CCOC(=O)C1=C(c2ccccc2)NC(SC)=C(C#N)C1c1ccco1 (stereo not drawn),27.7,0.351,-1.3,5.5,0.447,i,0.01,0.5%,nt,807,nt,-0.259,35.2,3.6,-1.55,-3.8%,1435,2.1,5.4
COc1cccc(OCC(=O)Nc2ccccc2NC(C)=O)c1,-6.4,-0.605,0.8,2.9,0.0144,i,0.73,-4.6%,nt,1418,nt,-0.252,7.7,-1.7,0.804,-5.0%,1686,1.8,6.5
COc1ccccc1NC(=O)Cn1cncc1-c1ccc([N+](=O)[O-])cc1,-4.1,0.439,-1.7,2.8,0.953,i,-0.29,-1.0%,nt,1416,nt,-0.191,8.0,-11.9,-0.499,-7.0%,1342,1.3,8.0
CC(C)CN1C(=O)c2ccccc2C1(O)Cc1ccccc1 (stereo not drawn),-4.5,1.35,-4.3,2.1,0.556,i,nt,-5.2%,763,570,-16.5,-0.149,21.8,-1.8,-0.175,-9.2%,nt,2.3,0.9
O=C(O)CCc1ccc(-c2cccs2)n1NC(=O)c1ccccc1Br,-15.9,-1.34,-1.5,2.6,-0.868,i,1,0.0%,676,1086,-2.0,-0.248,-4.8,-8.6,0.652,-5.7%,1813,2.9,9.0
CCOC(=O)N1CCN(c2c(NCCCN(CC)c3cccc(C)c3)c(=O)c2=O)CC1,10.3,-0.904,nt,5.0,-0.218,i,-1.14,0.4%,754,nt,-2.3,-0.165,0.1,-17.0,0.389,-5.0%,589,4.1,7.9
COC(=O)c1ccccc1NC(=O)NCc1ccccc1,-5.4,1.58,12.7,4.7,0.517,i,0.4,-2.6%,683,918,7.8,-0.346,-3.4,1.0,0.0797,-5.9%,1590,1.2,3.0
NC(=O)NC(=O)COC(=O)c1cccc(NS(=O)(=O)/C=C/c2ccccc2)c1,-8.9,2.46,-0.5,5.4,1.83,i,0.68,-1.8%,705,1492,0.1,-0.198,9.8,18.5,-2.57,1.1%,1521,2.3,11.1
CCOC(=O)Cc1nnc(NC(=O)c2ccccc2OC)s1,-0.8,-0.314,-4.4,6.4,0.194,i,nt,-1.0%,nt,945,nt,-0.0437,-15.2,15.8,0.367,0.1%,nt,2.1,12.7

3 of the entries above in order of the Dynein transport nuclear GR-EGFP value, lowest first:
molecule | WT yeast gro inh mutant strain | Dynein transport | Dynein transport nuclear GR-EGFP | Dynein transport cytoplasmic EGFP | Dynein transport cell count | XIAP displacement | MT stabilize HCS Hoechst-high %
CCOc1ccc(C(=O)C(CN2CCOCC2)c2ccccc2)cc1 (stereo not drawn) | -0.7 | -1.1 | 0.0147 | 0.036 | -0.28 | -10.8% | 3.3
CCOC(=O)Cc1nnc(NC(=O)c2ccccc2OC)s1 | -0.8 | -0.314 | 0.194 | -0.0437 | 0.367 | 0.1% | 2.1
COc1ccccc1NC(=O)Cn1cncc1-c1ccc([N+](=O)[O-])cc1 | -4.1 | 0.439 | 0.953 | -0.191 | -0.499 | -7.0% | 1.3

(further entries)
SMILES,WT yeast gro inh mutant strain,Dynein transport,bCat nuc transl,MT stabilize HCS,Dynein transport nuclear GR-EGFP,Autophagy mod,Ins promoter up,ER stress rescue,Lipid droplet cells 6.5 µM,bCat nuc transl cell count 5 µM,Lipid droplet,Dynein transport cytoplasmic EGFP,WT yeast gro inh,Autophagy mod cell loss 18 h,Dynein transport cell count,XIAP displacement,Ins promoter up cell count,MT stabilize HCS Hoechst-high %,MT stabilize HCS cytotoxicity %
O=C(c1cccc(F)c1)N1CCN(c2cccc(C(F)(F)F)c2)CC1,21.3,-0.176,nt,4.3,-0.137,i,-0.49,-2.7%,708,nt,-11.1,-0.0897,26.4,-6.1,0.476,-4.9%,1269,2.2,5.3
C#CCOCCOCCOCCNc1nc(N2CCN(C(=O)Cn3cc(CCO)nn3)CC2)nc(N2CCN(C(=O)[C@H](C(C)C)n3cc(CCO)nn3)CC2)n1,-14.2,2.97,nt,3.8,1.47,i,0.89,-4.2%,751,nt,-3.3,-0.305,-16.1,-13.6,0.00871,-9.0%,1104,2.3,8.3
O=C(Nc1ccc(N2CCOCC2)nc1)c1ccc(F)cc1,17.8,-0.197,-0.2,1.4,0.238,i,0.03,-1.6%,690,1045,36.2,-0.218,-10.4,-22.3,-0.011,47.8%,1476,1.4,8.8
COc1ccc(-n2c(CSc3nc(C)cc(C)n3)nnc2SCC(=O)Nc2nccs2)cc1,13.2,0.0255,-0.8,4.0,-0.0358,i,-0.12,-1.5%,nt,644,nt,-0.235,19.3,-6.9,0.457,-3.2%,1133,2.0,7.6
C=CC(O)Cc1c(C)n[nH]c1C (stereo not drawn),3.2,-0.355,-0.3,2.7,-0.532,i,-0.59,0.3%,nt,1341,nt,-0.0597,8.0,14.6,0.524,-2.0%,1747,2.4,11.5
CCC(C)(C)n1nnnc1C(c1cccnc1)N1CCCc2ccccc21 (stereo not drawn),5.5,0.609,-4.5,6.1,1.2,i,0.39,0.2%,nt,918,nt,-0.0718,-1.1,1.8,-1.03,-12.7%,1258,2.6,10.9
CCOC(=O)C1=C(Nc2ccccc2)CC(C)(O)C(C(=O)OCC)C1c1ccc(Br)cc1 (stereo not drawn),-4.0,-0.457,-1.4,1.9,-0.125,i,-0.26,-3.2%,666,993,-21.9,-0.174,29.7,-16.6,1.39,-3.1%,1275,2.0,8.0
CC(=O)c1ccc(N2CCN(C(=O)C3CCCN(S(=O)(=O)c4cnc[nH]4)C3)CC2)cc1 (stereo not drawn),-13.9,0.327,0.1,2.7,-0.0283,i,0.13,-2.9%,nt,1391,nt,-0.225,-17.3,-2.7,-0.25,-2.4%,1604,1.1,1.1
CC1(C)C2CCC1(CS(=O)(=O)Nc1ccc(S(=O)(=O)NC3CCCCC3)cc1)C(=O)C2 (stereo not drawn),11.8,-0.00488,-3.3,1.8,0.0803,i,-0.04,-3.5%,534,1056,-5.0,-0.237,15.9,9.9,-0.379,-8.2%,1464,2.3,7.4
CC(C)C(Nc1ccc(C(F)(F)F)cc1[N+](=O)[O-])C(=O)O (stereo not drawn),13.5,0.19,-2.3,5.2,0.388,i,-0.04,-0.6%,661,1078,-23.3,-0.273,-3.6,0.6,-0.643,-6.8%,1327,2.3,6.7
O=C(N/C(=C/c1cccs1)C(=O)N1CCOCC1)c1ccccc1,7.4,-0.274,-2.1,2.4,-0.519,i,0.12,-1.6%,662,1147,-2.4,-0.153,-5.7,-7.8,-0.117,-4.4%,1201,2.2,7.5
O=C1NC(=S)SC1=C1CCCCCC1,62.5,-0.11,0.2,2.3,-0.0266,i,0.99,-1.9%,nt,1159,nt,-0.301,25.2,-3.4,0.591,1.9%,1209,2.0,10.3
Cn1c(=O)c2c(nc(NCc3ccc4c(c3)OCO4)n2C)n(C)c1=O,-12.4,0.448,-1.4,3.7,0.258,i,-0.18,7.3%,751,1072,-28.0,-0.268,4.1,-9.3,0.632,6.5%,1242,1.8,4.3
COc1ccc(C2C(C#N)=C(N)Oc3n[nH]c(C)c32)cc1CSc1ccccn1 (stereo not drawn),3.8,-0.599,nt,4.3,0.0337,i,0.7,-2.6%,737,nt,-4.5,-0.14,-7.0,3.1,-0.624,-1.2%,1250,3.0,4.3
Cc1ccc(OCCOc2cccc3ccc(C)nc23)c([N+](=O)[O-])c1,13.7,-0.733,-5.0,3.1,0.377,i,-2.21,-2.3%,762,836,-2.2,-0.294,-5.8,9.2,0.218,-12.5%,1166,3.3,7.6
c1ccc(CNc2nc(-c3cccs3)nc3ccccc23)cc1,19.9*,-0.965,-0.7,1.0,-0.225,i,0.32,-0.6%,711,611,-67.1,-0.182,70.9*,2.8,1.51,-9.9%,1206,2.2,10.1
COc1ccc(NC(=O)c2ccc(C)cc2)c(OC)c1,-15.1,0.416,nt,5.3,0.0873,i,0.44,2.8%,629,nt,-11.5,-0.325,-5.2,-2.4,0.0792,-3.4%,1322,1.6,5.4
C#CCNC(=O)C1=C[C@H](c2ccc(C(F)(F)F)cc2)[C@@H](CCCO)[C@H](OCC)O1,3.9,-0.153,1.4,1.2,0.194,i,0.34,1.7%,718,1089,-5.6,-0.285,2.8,16.6,0.13,-10.4%,1395,0.8,8.6
CC(NC(=O)COc1ccccc1F)C1CC2CCC1C2 (stereo not drawn),14.3,0.763,-3.3,1.7,0.553,i,-0.62,-0.7%,686,1059,7.3,-0.193,12.2,-8.5,-1.04,-7.3%,1276,2.0,8.4
NC(N)=N/N=C/c1ccc(OS(=O)(=O)c2ccccc2)cc1,-7.1,0.258,24.4,9.2*,0.112,i,-1.45,-3.7%,665,640,-1.3,-0.254,-1.7,10.0,0.107,-6.8%,1308,17.0*,18.9*

Assay outcomes from PubChem BioAssay.
